# Avidin fluor – compound fluoresces at 488/530 nm on avidin beads | compound fluorescence 488/530 nm, flow cytometry; hits give high values | fluorescence (KMESF) at 10 µM | 220,000 compounds, 0.38% hits | AID 1775; in the data active means fluorescence above about 47; further: inactives centre near 10
# HRas wt GTP – human HRas wildtype GTP binding, change in either direction. P01112. GST-Ras wt beads, Bodipy-FL-GTP binding, flow cytometry; actives lie on both sides. GTP binding activity, % at 10 µM. 190,000 compounds, 0.14% hits. AID 759;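 active means GTP binding activity at least 20% away from the 100% baseline, either lowered as inhibitor or raised as activator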;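 further: 0% = unlabeled GTP competition control and 100% = no-compound control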
# Target sequence (P01112 whole entry, looked up): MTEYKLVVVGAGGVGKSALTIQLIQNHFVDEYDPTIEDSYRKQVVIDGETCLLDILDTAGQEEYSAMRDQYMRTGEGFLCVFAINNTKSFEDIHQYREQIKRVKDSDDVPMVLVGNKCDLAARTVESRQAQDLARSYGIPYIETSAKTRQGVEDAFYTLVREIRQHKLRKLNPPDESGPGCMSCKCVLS
# Mcl1-Noxa inh – Mcl-1/Noxa interaction inhibition. 220,000 compounds, 1.5% hits. TR-FRET Mcl-1/Noxa peptide binding, 2 h. inhibition, % at 21.7 µM. Q07820;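 active means compounds that cut the protein-peptide binding signal by more than 50% relative to plate controls in a single-dose test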;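 further: His-tagged Mcl-1 with rhodamine Noxa BH3 peptide and terbium anti-His antibody; 0% = Mcl-1 plus Noxa peptide wells and 100% = peptide-only wells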
# Target sequence (Q07820 whole entry, looked up): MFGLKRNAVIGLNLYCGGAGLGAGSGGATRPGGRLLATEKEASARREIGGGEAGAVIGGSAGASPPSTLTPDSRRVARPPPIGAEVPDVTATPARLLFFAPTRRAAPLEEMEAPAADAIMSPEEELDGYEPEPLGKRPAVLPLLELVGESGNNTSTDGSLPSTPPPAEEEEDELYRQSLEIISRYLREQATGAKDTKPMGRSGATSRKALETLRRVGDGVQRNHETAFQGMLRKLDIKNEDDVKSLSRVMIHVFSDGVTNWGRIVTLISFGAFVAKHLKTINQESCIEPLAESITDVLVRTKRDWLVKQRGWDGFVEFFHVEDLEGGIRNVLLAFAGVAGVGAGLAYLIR
# Rac1 mut GTP – alters GTP binding to activated mutant human Rac1 | P63000 | GST-Rac1 activated beads, fluorescent GTP binding, flow cytometry; actives lie on both sides; 100% means binding = to untreated wells | percent activity (GTP binding), % at 10 µM | 190,000 compounds, 0.11% hits | AID 764;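 active means GTP binding at least 20 percentage points away from the 100% baseline, in either direction, so actives lie on both sides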
# Bim-Mcl-1 – disrupts Bim peptide binding to human Mcl-1; Q07820; Bead-based flow cytometry, Bim peptide-Mcl-1 binding; inhibition, % at 10 µM; 190,000 compounds, 0.1% hits; AID 1009; in the data active means inhibition above about 40%;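 further: 0% = no compound tracer wells and 100% = peptide blocker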
# Cdc42 wt GTP – modulators (inhibitors or activators) of GTP binding to human Cdc42 wildtype | P60953 | GST-Cdc42 beads, Bodipy-GTP binding, flow cytometry; actives lie on both sides | percent activity (GTP binding), % at 10 µM | 190,000 compounds, 0.2% hits | AID 761;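 active means percent activity GTP binding at least 20 points away from the 100% baseline, either down as inhibitor or up as activator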;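 further: median bead fluorescence of bound Bodipy-FL-GTP at 100 nM; 0% = excess unlabeled GTP control and 100% = no compound control; below 100% means less GTP binding so inhibitor and above means activator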
# Target sequence (P60953 whole entry, looked up): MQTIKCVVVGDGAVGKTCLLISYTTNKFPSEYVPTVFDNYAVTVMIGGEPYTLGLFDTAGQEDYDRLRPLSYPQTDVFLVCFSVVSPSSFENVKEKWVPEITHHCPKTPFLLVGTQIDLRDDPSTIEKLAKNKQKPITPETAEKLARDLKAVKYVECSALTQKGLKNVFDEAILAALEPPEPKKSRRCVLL
# Rab7 wt GTP bind – modulators of GTP binding to dog Rab7 wildtype GTPase; GST-Rab7 beads, fluorescent GTP binding, flow cytometry; actives lie on both sides; untreated = 100%, excess cold GTP = 0%; GTP binding activity (percent of control), % at 10 µM; 190,000 compounds, 0.055% hits; AID 758;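 active means fluorescent GTP binding to Rab7 beads changed by at least 20 points from the 100% baseline, either direction, mostly lower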;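 further: median green fluorescence of bound Bodipy-FL-GTP per Rab7 bead population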
# Rab2A wt mod – changes GTP binding to wildtype dog Rab2A, up or down. AID 760. 190,000 compounds, 0.19% hits. P61105. GST-Rab2 wt beads, Bodipy-GTP binding, flow cytometry. GTP binding activity, % at 10 µM;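 active means GTP binding activity at least 20 points away from 100%, either lowered or raised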;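 further: 0% = beads with excess unlabeled GTP and 100% = no-compound control corrected for plate trend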
# Mcl1-Bid inh – disrupts binding of human Mcl-1 to Bid peptide | Q07820 | TR-FRET Mcl-1/Bid-Dy647 peptide binding, 1536-well | inhibition, % at 21.7 µM | 220,000 compounds, 0.97% hits;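 active means compounds that cut the binding signal by more than half at the single screening dose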;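 further: His-tagged Mcl-1 with europium anti-His antibody binding Bid BH3 peptide; 0% = Mcl-1 plus peptide wells and 100% = peptide-only wells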
# Rac1 wt modul – alters GTP binding to wildtype human Rac1; GST-Rac1 beads, fluorescent GTP binding, flow cytometry; actives lie on both sides; 0 = cold GTP competed, 100 = untreated; GTP binding activity (% of control), % at 10 µM; 190,000 compounds, 0.27% hits; AID 757;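 active means GTP binding activity at least 20 points away from the 100% control level, either lower or higher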
# Pf gamet viab – inhibitors of late stage P. falciparum gametocyte viability; P. falciparum stage V gametocytes, ATP luminescence, 24 h; inhibition, % at 10.9 µM; 150,000 compounds, 0.065% hits; AID 743093;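 active means inhibition above the mean plus 3 SD of compounds within the control limits, set per campaign, cut at about 38% in these data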;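 further: 0% = DMSO wells and 100% = medium only without gametocytes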
# The depositor's hits bear a star; · = not tested or not shown.
molecule,Avidin fluor,HRas wt GTP,Mcl1-Noxa inh,Rac1 mut GTP,Bim-Mcl-1,Cdc42 wt GTP,Rab7 wt GTP bind,Rab2A wt mod,Mcl1-Bid inh,Rac1 wt modul,Pf gamet viab
Cc1ccccc1OCc1nnc(SCC(=O)N2CCc3ccccc32)n1C,·,100,-17,97,-1,100,99,100,-11,102,·
CC(=O)Nc1ccc(C(=O)OCC(=O)Nc2ccccc2F)cc1,12,97,-17,94,-1,97,104,100,-9,98,8
O=C(Cc1ccccc1)Nc1ccc(NC(=O)C2CCCCC2)nc1,8,101,21,98,0,98,97,98,9,101,-23
COc1ccc(-c2nnc(SCc3ccccc3F)o2)cc1,8,102,5,99,0,105,101,102,-4,102,5
COc1cccc(-c2nn(-c3ccccc3)cc2/C=C(\C#N)C(=O)NCCCn2ccnc2)c1,16,106,-26,104,-1,99,105,105,-24,111,5
O=C(c1ccc(Br)cc1)N1CCN(S(=O)(=O)c2ccccc2)CC1,5,99,10,97,-1,98,101,100,-26,101,·
N#Cc1nc(-c2ccc(OCc3ccccc3)cc2)oc1N1CCC(C(N)=O)CC1,9,98,16,97,1,97,97,99,24,99,·
NNC(=O)CCN1CCN(C(c2ccccc2)c2ccccc2)CC1,8,96,12,93,1,95,94,96,-20,97,9
O=C(Cc1ccccc1[N+](=O)[O-])NCCSCc1c(F)cccc1Cl,9,101,12,98,-3,102,102,98,-20,105,·
Cc1cc2n(n1)C(c1ccccc1)CC(c1ccc(Br)cc1)=N2 (centres undefined),12,99,19,100,-2,100,95,98,-35,103,·
O=C(CCCN1C(=O)c2ccccc2C1=O)OC1CSCC1NC(=O)c1ccccc1 (centres undefined),4,101,-19,100,-2,101,99,100,-57,100,·
CSc1ccccc1NC(=O)c1cc(C)on1,14,97,17,95,-4,96,93,95,5,94,-13
c1ccc(OCc2nnnn2-c2ccccc2)cc1,12,100,-10,100,1,105,100,98,-2,104,-5
O=C(Nc1ccccc1C(F)(F)F)N1CCN(c2ccccn2)CC1,9,95,15,97,0,97,99,95,-2,97,7
COc1ccc(/C=N\NC(=O)C2C(=O)NCC2c2ccccc2)cc1O (centres undefined),10,102,-7,97,0,103,98,101,-40,101,2
O=P(c1ccccc1)(c1ccccc1)C(O)c1ccco1 (centres undefined),7,103,5,100,-1,104,105,101,2,106,·
CCOc1ccccc1OCC(=O)Nc1ccc(S(=O)(=O)Nc2nc(C)cc(C)n2)cc1,34,99,31,99,0,101,99,99,9,99,24
COc1cccc(C2c3[nH]c4ccccc4c3CCN2Cc2ncc[nH]2)c1 (centres undefined),9,98,-25,95,-1,99,99,97,-58,102,9
COc1cc(OC)cc(-n2nc(C(=O)NCCCN3CCOCC3)c3ccccc3c2=O)c1,25,103,-7,100,-5,107,102,104,-23,108,-4
CCCn1cc(SCC(=O)NCC2CCCO2)c2ccccc21 (centres undefined),7,100,9,100,-1,101,99,100,-41,105,·
CCOP(=O)(c1ccccc1)C1(C#N)CC1 (centres undefined),6,99,-2,94,-2,99,103,99,-17,101,0
COC(=O)C(Cc1ccccc1)NC(=O)C(CC(C)C)NC(=O)OC(C)(C)C (centres undefined),4,96,12,98,-2,97,99,96,-9,100,10
Cc1[nH]c2c(C)cccc2c1CCNC(=O)C1CCCCC1C(=O)OCC(F)(F)F (centres undefined),10,102,13,103,0,101,102,103,-45,103,12
CCOc1ccc(CN2CCN(CCCn3cccn3)CC2CCO)cc1 (centres undefined),8,94,7,95,-3,94,95,95,-12,96,7
CN(C)CCNc1oc(COc2ccc(Cl)cc2)nc1C#N,22,94,8,97,-1,97,94,96,1,95,·
O=C1CC(c2cccc(Br)c2)C2=C(CCCC2=O)N1 (centres undefined),15,103,3,99,2,101,103,105,-15,101,-1
Cc1ccccc1C(=O)NCC(=O)NNC(=S)NC(=O)c1ccccc1,3,100,-15,99,2,99,103,96,-126,100,-9
Cc1[nH]nc2c1C(c1cn[nH]c1-c1ccc(F)cc1)C(C#N)=C(N)O2 (centres undefined),5,105,-20,102,1,102,102,103,-78,105,-28
CCOC(=O)N1CCN(CC(=O)n2c(C)c(C)c3ccccc32)CC1,8,98,-2,94,-1,98,96,100,24,97,·
COc1ccc(OC)c(-c2cc(C(=O)N3CCc4ccccc4C3)no2)c1,7,98,-22,94,0,98,95,95,-14,102,11

# (listing goes on)
molecule,Avidin fluor,HRas wt GTP,Mcl1-Noxa inh,Rac1 mut GTP,Bim-Mcl-1,Cdc42 wt GTP,Rab7 wt GTP bind,Rab2A wt mod,Mcl1-Bid inh,Rac1 wt modul,Pf gamet viab
Cc1ccc(Nc2cc(C(=O)NCCCN3CCOCC3)c3ccccc3n2)c(C)c1,11,93,8,93,-3,95,94,94,-7,95,10
COc1ccc(/C(=C/Nc2cccc(Br)c2)C(C)=O)cc1OC,9,100,17,96,-3,101,103,98,-18,101,-26
O=C1c2ccccc2NC(c2cccs2)N1NS(=O)(=O)c1ccccc1 (centres undefined),10,98,9,97,0,96,102,98,3,99,13
COCC(=O)N1CCCC(C(=O)c2ccc(Oc3ccccc3)cc2)C1 (centres undefined),10,98,6,96,-2,98,104,99,-7,97,1
CCn1c(SCC(=O)Nc2cc(C)on2)nnc1-c1ccccc1,6,98,5,100,2,102,98,98,0,102,·
Cc1ccc(S(=O)(=O)NCCC(=O)OCC(=O)Nc2ccccc2Cl)cc1,11,99,14,94,0,95,101,97,-20,101,0
COc1cccc(Cn2c(C3CC3)nc3ccc(NC(=O)c4ccco4)cc3c2=O)c1,603*,101,8,99,-1,102,103,101,-5,111,6
O=C(Nc1nccs1)c1c(O)c2cccc3c2n(c1=O)CCC3,27,100,-8,97,-2,101,97,101,10,104,·
CN(C)S(=O)(=O)c1cccc(NC(=O)c2cnccn2)c1,10,96,10,97,-2,96,95,95,-22,100,·
Cc1cccc(NC(=O)CCn2cnnn2)c1,8,103,-14,101,-4,105,94,103,-10,99,16
Cc1nnc(SCc2nnc(-c3cccs3)o2)n1C,13,90,-4,89,0,90,96,92,-9,90,10
Cc1ccc2[nH]c(-c3ccccc3)c(CN(C)C)c(=O)c2c1,15,102,11,96,0,100,97,99,-4,101,·
Cc1ccc(S(=O)(=O)Nc2cc(C)c(O)cc2C)cc1,9,99,23,96,1,99,93,97,-29,98,5
Cn1c(=O)oc2cc(S(=O)(=O)NC(Cc3ccccc3)C(=O)N3CCCCC3)ccc21 (centres undefined),7,99,-2,97,0,99,101,101,-12,100,·
Cc1ccc(C2=NN(C(=O)CCl)C(c3cccs3)C2)o1 (centres undefined),12,98,-13,97,-2,100,96,98,-33,100,18
Cc1cccc(C(=O)Oc2ccccc2C2C[C@]3(C)CC(=O)NC3N2C(=O)c2cccc(C)c2)c1 (some centres undefined),6,104,16,102,1,107,101,103,-6,104,·
COc1cccc(CC(NC(C)=O)C(=O)NC2CCN(S(=O)(=O)c3ccc4ccccc4c3)CC2)c1 (centres undefined),6,101,-5,98,-3,103,100,102,17,104,-28
CCCC(=O)n1nc(-c2ccccc2)nc1SC,7,102,-32,101,-7,100,98,98,-3,103,·
CCC(C)[C@H](N)c1cn([C@@H](CCCCN)C(=O)N2CCNCC2)nn1 (some centres undefined),5,98,23,95,1,97,106,100,7,98,-21
O=C1NC2(CCc3ccccc32)C(=O)N1CCOc1ccc(Cl)cc1 (centres undefined),10,99,-3,96,-1,99,96,96,-18,100,·
CCCCc1cc(=O)oc2cc(C)cc(OC(C)C(=O)O)c12 (centres undefined),5,99,23,98,3,99,99,97,-4,101,12
Cc1ccccc1C(=O)N1CCC(C(=O)Nc2cccc(F)c2)CC1,10,97,1,99,-1,97,96,96,-53,100,·
CCOC(=O)c1cnc(SC2CC(=O)N(c3ccc(C)cc3)C2=O)nc1N (centres undefined),23,94,17,94,1,94,93,91,-2,93,21
COc1cc(C#N)ccc1OCC(=O)Nc1cccc(S(=O)(=O)N2CCCC2)c1,12,97,9,98,-3,96,105,96,-24,98,7
CCOC(=O)c1cc2cc(F)ccc2nc1C,20,95,15,93,0,91,97,96,-3,95,·
COc1ccccc1N1CCN(CC(=O)Nc2ccc3c(c2)OCCO3)CC1,13,99,13,95,-1,101,98,98,-18,97,4
COc1ccc(-c2c3c(=O)n(C)c(=O)n(C)c3cn2-c2ccccc2)cc1,9,99,0,97,2,96,95,98,-49,101,3
C(#Cc1ccccc1)CN1CCOCC1,9,99,23,94,2,96,104,102,6,104,·
CCOC(=O)C1=C(CC)Nc2ccccc2N=C1NC(=O)c1oc2ccccc2c1C,11,95,5,95,0,94,103,96,0,97,-35
CCN(CC(=O)Nc1ccccc1C(=O)Nc1ccccc1)Cc1nc2ccccc2c(=O)[nH]1,22,99,9,96,-2,96,105,97,-16,99,5

# Further compounds follow.
molecule,Avidin fluor,HRas wt GTP,Mcl1-Noxa inh,Rac1 mut GTP,Bim-Mcl-1,Cdc42 wt GTP,Rab7 wt GTP bind,Rab2A wt mod,Mcl1-Bid inh,Rac1 wt modul,Pf gamet viab
CCOC(=O)c1sc(NC(=O)c2ccc(Cl)s2)cc1C,8,105,3,102,0,103,102,100,0,104,·
COc1ccccc1N(CC(=O)NCCSc1ccc(Cl)cc1)S(C)(=O)=O,9,99,17,95,0,95,102,97,-6,98,3
CCc1ccc(C(=O)NC(CCSC)C(=O)OC)cc1 (centres undefined),37,96,-1,95,2,95,104,96,-23,101,8
CCOCCCNC(=O)C(NC(=O)CNC(=O)c1ccccc1)c1ccc(C)cc1 (centres undefined),6,102,19,98,0,100,99,100,-16,103,·
CCCCn1c(=O)cc(N2CCOCC2)[nH]c1=O,7,102,-8,98,-3,102,102,100,-32,108,·
CC(=O)c1cccc(NC(=O)COC(=O)c2n[nH]c3ccccc23)c1,12,96,12,94,0,96,100,99,-23,97,-16
Cc1ccc(NC(=O)COC(=O)CNC(=O)C2CCCCC2)c(Br)c1,13,99,-5,96,0,94,101,97,-27,98,0
COc1ccc(/C=C\C(=O)NCc2ccc3[nH]c(C)cc3c2)cc1OC,7,99,-7,96,-2,96,104,100,-13,100,·
CCOCCCNC(=O)c1ccc(CS(=O)(=O)Cc2cccc(C)c2)o1,12,98,15,97,-1,100,97,97,-10,98,·
CC(=O)Nc1ccc(SCC(=O)OCC(=O)NC(=O)NC2CCCC2)cc1,8,97,15,98,-3,102,100,100,7,101,6

# Avidin fluor, entries above that show a hit
smiles,Avidin fluor,HRas wt GTP,Mcl1-Noxa inh,Rac1 mut GTP,Bim-Mcl-1,Cdc42 wt GTP,Rab7 wt GTP bind,Rab2A wt mod,Mcl1-Bid inh,Rac1 wt modul
COc1cccc(Cn2c(C3CC3)nc3ccc(NC(=O)c4ccco4)cc3c2=O)c1,603*,101,8,99,-1,102,103,101,-5,111
